High-throughput results (PubChem)
APP 5'UTR act – activators of APP 5'UTR luciferase reporter, primary screen, SH-SY5Y cells; SH-SY5Y APP 5'UTR luciferase reporter, luminescence; zero percent = DMSO vehicle wells; activation, % at 2 µM; 190,000 compounds, 1% hits;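 active = activation above a set limit, based on mean plus 3 SD of controls, cut at about 140% in these data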; note: values of inactives mirror those of a sister screen read the other way
NF-kB neuron act – activators of NF-kB expression in neurons, primary screen, cell-based, HTS | human neuronal cells, NF-kB reporter expression; hits give high values | fold change at 12.5 µM | 190,000 compounds, 1.6% hits | AID 1239, 2008; in the data active = fold change above about 3.3
G6PDH CS – L. mesenteroides G6PDH inhibitors, counter-screen for G6PDH-coupled screening assays, biochemical, Leuconostoc mesenteroides enzyme | glucose-6-phosphate dehydrogenase [Leuconostoc mesenteroides] | 200,000 compounds, 0.12% hits | AID 1020, 2008 | Purified L. mesenteroides G6PDH, diaphorase/resazurin coupled fluorescence, 45 min | inhibition, % at 5 µM; in the data active = inhibition above about 50%
Efa HMGR inh – inhibitors of E. faecalis class II HMGR, primary screen, biochemical, Enterococcus faecalis | HMG-CoA reductase (Enterococcus faecalis, mvaE) | purified E. faecalis HMGR, NADPH absorbance 340 nm kinetic | inhibition, % at 10 µM | 190,000 compounds, 0.41% hits | AID 1066, 2008;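 active = inhibition above a set limit, the median over all tested compounds plus 3 SD, cut at about 9.5% in these data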;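 note: enzyme runs in reverse so mevalonate oxidation gives rising NADPH absorbance; 0% = complete reaction with DMSO and 100% = background rate lacking mevalonate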
Hsp70 act – Hsp70 transcriptional activators, primary screen, cell-based, HeLa, Hsp70 promoter luciferase, luminescence, 10 µM | activation, % at 10 µM | 200,000 compounds, 0.04% hits | HeLa Hsp70 promoter luciferase reporter; scaled: vehicle 0, proteasome-inhibitor control 100%;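 active = activation above the mean across all tested compounds plus 3 SD, cutoff set per campaign, cut at about 5.5% in these data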;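 note: 100% = MG132 at 30 µM as the positive control and 0% = DMSO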
APP 5UTR inh – inhibitors of APP translation via 5'UTR reporter, primary screen, APP 5'UTR luciferase, SH-SY5Y cells. SH-SY5Y APP 5'UTR-luciferase reporter, luminescence. inhibition, % at 2 µM. 190,000 compounds, 0.82% hits;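 active = inhibition above a set limit, derived from the sample mean plus 3 SD, cut at about 45% in these data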; note: values of inactives mirror those of a sister screen read the other way
STAT1 activator – STAT1 signaling activators, primary screen, cell-based, HTS, luciferase reporter; NIH 3T3 STAT1-luciferase reporter, IFN-gamma, luminescence; 100% = IFN-gamma alone, no compound; activation (% of control), % at 5.5 µM; 200,000 compounds, 2.6% hits; AID 932, 2007;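 active = activation above the screen-wide mean activation plus 3 SD, cut at about 130% in these data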;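 note: raw ratio to IFN-gamma control signal so 100% means no change and 0% no light; values of inactives mirror those of a sister screen read the other way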
DTT redox prof – compounds producing H2O2 with reducing agent – biochemical, NIH compound library profiling, artefact control for MLSCN library redox annotation, primary screen; DTT-dependent redox cycling H2O2, phenol red/HRP absorbance; 100% = 100 µM peroxide control, 0% = buffer; activation, % at 10 µM; 200,000 compounds, 0.03% hits;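 active = activation of at least 50% relative to the plate's high and low controls in the primary single-dose screen; inactive = activation below 50%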;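 note: compound incubated with DTT at 0.8 mM final as the reducing agent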
FLuc inhib CS – firefly luciferase enzyme inhibitors, primary screen, artefact control for luciferase-based inhibitor screens, biochemical, luminescence, ATPLite; 10 min; inhibition, % at 10 µM; Luciferin 4-monooxygenase (Photinus pyralis), P08659; 200,000 compounds, 1.5% hits;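 active = inhibition above about 50% when tested at 10 µM, limit read from the data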
Target sequence (P08659 whole entry, looked up): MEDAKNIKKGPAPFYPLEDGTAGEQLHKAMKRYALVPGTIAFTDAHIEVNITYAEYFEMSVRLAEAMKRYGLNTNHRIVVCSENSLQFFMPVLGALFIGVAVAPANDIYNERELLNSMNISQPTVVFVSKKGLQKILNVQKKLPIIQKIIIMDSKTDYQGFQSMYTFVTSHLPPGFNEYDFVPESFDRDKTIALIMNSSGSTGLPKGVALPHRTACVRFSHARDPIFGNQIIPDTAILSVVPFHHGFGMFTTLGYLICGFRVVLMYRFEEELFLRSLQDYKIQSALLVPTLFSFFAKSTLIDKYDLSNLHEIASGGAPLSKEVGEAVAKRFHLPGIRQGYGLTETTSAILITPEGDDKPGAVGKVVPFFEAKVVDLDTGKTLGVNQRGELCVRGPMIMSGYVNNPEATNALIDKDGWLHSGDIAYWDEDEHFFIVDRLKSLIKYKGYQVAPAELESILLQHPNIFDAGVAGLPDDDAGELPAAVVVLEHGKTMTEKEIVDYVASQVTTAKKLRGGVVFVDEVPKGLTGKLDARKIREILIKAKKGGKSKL
FLuc act counter – FLuc activators, initial screening, artefact control for FLuc-dependent activation tests, biochemical, ATPlite luminescence | Luciferin 4-monooxygenase (Photinus pyralis), P08659 | ATPlite luciferase biochemical, 10 min; 0 = ATP-free wells, 1 = DMSO control | activation factor at 10 µM | 200,000 tested, under 10 active | AID 1027, 2008;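 active = luciferase activation factor, scaled between plate controls, of at least 2 with compound at 10 µM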
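Assay system – cell-free luciferase reagent · Medium – PBS-based ATP solution · Dosing – test compounds dosed from 2 mM stocks in 100% DMSO · Timing – 10 min, room temperature · Technique – light output (luminescence) · Measure – luminescence gain marking luciferase activators · Controls – No-ATP low control, compound-free enzyme-plus-ATP high control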
Starred values were filed as active, the others as inactive; / = no result given.

1	COc1cccc(CC2(CO)CCN(CC3=CC[C@H]4C[C@@H]3C4(C)C)CC2)c1
2	COc1cccc(NC(=O)c2nn(-c3ccc(OC)cc3OC)c(=O)c3ccccc23)c1
3	Cc1cc(NC(=O)COC(=O)C2CCC2)no1
4	NC(=O)CN1CCN(S(=O)(=O)c2ccc(Cl)cc2)CC1
5	Cc1ccc(N2CCN(C(=O)N3CCCC3)CC2)cc1C
6	N#Cc1c(NC(=S)NC(=O)c2ccccc2)sc2c1CCCC2

screen / no.	1	2	3	4	5	6
FLuc inhib CS	-6	-3	2	-9	-4	13
APP 5UTR inh	-23	10	18	0	-4	-38
FLuc act counter	1.1	1	1	1.1	1	0.9
APP 5'UTR act	23	-10	-18	0	5	38
DTT redox prof	0.3	-0.6	0.0	-4.0	0.7	-0.1
Hsp70 act	-0.3	-0.1	-0.3	0.4	0.1	1.6
Efa HMGR inh	0	-2	0	-1	-7	1
G6PDH CS	5	6	10	6	3	-2
NF-kB neuron act	1.2	1.1	1.2	1.1	1	1.2
STAT1 activator	96	96	104	96	96	111

7	CCCCSC1=N/C(=C/c2ccsc2)C(=O)N1c1ccccc1
8	CCN(CC)S(=O)(=O)c1cccc(NC(=O)c2ccc(Br)cc2)c1
9	Cc1[nH]nc(SCC(=O)NC2CCCCC2)c1[N+](=O)[O-]
10	COc1ccc(CC(=O)Nc2nccs2)cc1OC
11	O=c1c2ccccc2nc(-c2ccccc2)n1Cc1ccco1
12	CCOC(=O)Cc1csc(NC(=O)c2ccc(C)cc2)n1

screen / no.	7	8	9	10	11	12
FLuc inhib CS	3	0	-6	-2	-10	33
APP 5UTR inh	16	-13	-32	14	-23	5
FLuc act counter	1	1	1.1	1	1.1	0.7
APP 5'UTR act	-16	13	32	-15	23	-5
DTT redox prof	-0.1	-0.8	-0.2	0.6	1.6	-0.2
Hsp70 act	-0.5	-0.3	-0.2	-0.5	0.3	0.0
Efa HMGR inh	-5	-2	1	-5	-6	-2
G6PDH CS	-10	8	12	8	10	10
NF-kB neuron act	1.2	0.74	1.3	1.1	1.3	1.1
STAT1 activator	90	87	93	104	103	93

13	CC(=O)N(c1ccccc1)c1ccc([N+](=O)[O-])cc1[N+](=O)[O-]
14	CCCN1C(=O)C(Cc2nc3ccccc3c(=O)n2C)c2ccccc21 (centres undefined)
15	COCCn1c(Sc2nc(C)cs2)nc2c1c(=O)[nH]c(=O)n2C
16	Clc1ccc(-c2cc3ccccc3nc2N2CCOCC2)cc1
17	Cc1ccc(S(N)(=O)=O)c(C)c1N1CCCC1=O
18	CCc1nnc(NC(=O)C2CCCN2C(=O)Nc2ccccc2OC)s1 (centres undefined)

screen / no.	13	14	15	16	17	18
FLuc inhib CS	-6	1	-5	-7	-4	0
APP 5UTR inh	14	10	11	2	-11	9
FLuc act counter	1.1	1	1.1	1.1	1	1
APP 5'UTR act	-14	-10	-11	-2	11	-9
DTT redox prof	0.3	1.5	2.6	-0.4	1.0	0.0
Hsp70 act	-0.3	0.0	0.0	-0.4	0.0	-0.1
Efa HMGR inh	-10	2	0	-7	-5	3
G6PDH CS	12	2	1	11	12	2
NF-kB neuron act	1	0.86	0.86	0.98	1.3	1.1
STAT1 activator	105	103	101	97	99	101

19	COc1ccc(C)cc1NC(=O)COCC(=O)O
20	Cc1cc(Nc2nc3ccccc3nc2Cl)n(-c2ccc([N+](=O)[O-])cc2)n1
21	CCOC(=O)c1c(NC(=O)C2C3CCC(O3)C2C(=O)O)sc2c1CCCC2 (centres undefined)
22	CC(C)CC(=O)c1c[nH]c(C(=O)NCc2cccs2)c1
23	CCCC(C)NC(=O)c1ccc2[nH]c3c(c2c1)CC(C)CC3 (centres undefined)
24	O=C(Nc1ncnc2c1CCC2)C12CC3CC(CC(C3)C1)C2

screen / no.	19	20	21	22	23	24
FLuc inhib CS	-2	-6	2	0	-2	-4
APP 5UTR inh	-4	13	-8	4	-13	8
FLuc act counter	1	1.1	1	1	1	1
APP 5'UTR act	4	-13	8	-4	13	-8
DTT redox prof	1.7	0.4	-0.9	0.4	2.3	-1.5
Hsp70 act	-0.3	-0.4	0.0	-0.2	0.2	-0.1
Efa HMGR inh	-2	-2	-1	-4	0	-1
G6PDH CS	1	-2	2	3	13	1
NF-kB neuron act	1.2	0.44	0.85	1.1	1.8	1.4
STAT1 activator	105	84	100	101	108	95

25	CCCNC(=O)CC1Sc2ccccc2NC1=O (centres undefined)
26	CC(=O)c1ccc(NC(=O)CSc2nnc(-c3ccco3)c(-c3ccco3)n2)cc1
27	COCC(=O)n1nc(-c2ccccc2)nc1NCc1ccccc1
28	CC(=O)NCCn1c(SCc2cc(F)ccc2F)nc2ccccc2c1=O
29	O=C(OCC(=O)N1CCN(c2ccccc2)CC1)C1=COCCO1
30	COc1ccc(-c2nnc(SC)o2)c(OC)c1

screen / no.	25	26	27	28	29	30
FLuc inhib CS	-1	2	-2	-5	-3	3
APP 5UTR inh	-17	-33	-47	6	-5	-32
FLuc act counter	1	1	1	1	1	1
APP 5'UTR act	17	33	47	-6	5	32
DTT redox prof	0.2	0.6	0.2	1.8	0.4	0.5
Hsp70 act	-0.1	0.0	-0.1	-0.2	-0.2	-0.2
Efa HMGR inh	-8	-2	-12	-1	3	-1
G6PDH CS	-9	38	11	0	3	1
NF-kB neuron act	1.1	1.3	1.1	0.9	1.6	1.6
STAT1 activator	119	100	137*	98	103	112

31	CCN(Cc1ccccc1)C(=O)COC(=O)c1cc(=O)[nH]c2ccccc12
32	CC(C)CNc1cc(=O)n(C)c(=O)n1C
33	O=C(CSc1nnc2scc(-c3ccccc3)n12)NCc1ccco1
34	CCOC(=O)C1CCN(C(=O)CC(NS(=O)(=O)c2ccc(OC)cc2)C(C)C)CC1 (centres undefined)
35	Cc1ccccc1-n1c(N)c(C(=O)Nc2ccc(F)cc2)sc1=S
36	COc1ccccc1NC(=O)Cn1c(CN2CCCCC2)nc2ccccc2c1=O

screen / no.	31	32	33	34	35	36
FLuc inhib CS	5	-3	-5	-4	-6	-10
APP 5UTR inh	-11	3	4	-12	-14	-5
FLuc act counter	1	1	1	1	1.1	1.1
APP 5'UTR act	11	-3	-4	12	14	5
DTT redox prof	0.3	4.5	0.4	2.4	0.1	1.9
Hsp70 act	0.2	-0.5	-0.4	1.0	-0.1	0.0
Efa HMGR inh	0	-2	-5	-7	3	0
G6PDH CS	0	3	1	5	7	9
NF-kB neuron act	1.1	1.2	1.2	1	1.3	1.3
STAT1 activator	93	101	96	97	109	100

37	CCc1nn(-c2ccccc2)c2c1-c1cc(OC)c(OC)cc1C1(N2)C(=O)Nc2ccccc21 (centres undefined)
38	O=C(Nc1ccc(N2CCCC(O)C2)cc1)c1snc2c(=O)[nH]cnc12 (centres undefined)
39	Cc1ccc(N=Cc2c(O)n(-c3ccc4c(c3)OCO4)c(=O)c3ccccc23)cc1
40	Cc1ccc(N)c(C(O)(C(F)(F)F)C(F)(F)F)c1
41	COC(=O)c1c(SCC(=O)Nc2ccc(C)cc2)nc(=O)[nH]c1C
42	O=C1CC(c2ccccc2Cl)=NN(c2ncnc3ccccc23)C1=O

screen / no.	37	38	39	40	41	42
FLuc inhib CS	-5	66*	-8	1	-4	2
APP 5UTR inh	10	/	9	0	-21	-11
FLuc act counter	1.1	0.3	1.1	1	1	1
APP 5'UTR act	-10	/	-9	0	21	11
DTT redox prof	0.4	-0.5	0.9	0.1	-0.6	-0.7
Hsp70 act	-0.4	-0.2	-0.3	-0.3	-0.1	-0.5
Efa HMGR inh	1	-6	-6	-4	-3	-6
G6PDH CS	3	3	7	-2	4	9
NF-kB neuron act	0.9	1.3	1	1	1.4	0.99
STAT1 activator	92	101	96	100	100	106

In the list so far, three have a nitro group on carbon.
9	Cc1[nH]nc(SCC(=O)NC2CCCCC2)c1[N+](=O)[O-]
13	CC(=O)N(c1ccccc1)c1ccc([N+](=O)[O-])cc1[N+](=O)[O-]
20	Cc1cc(Nc2nc3ccccc3nc2Cl)n(-c2ccc([N+](=O)[O-])cc2)n1

screen / no.	9	13	20
FLuc inhib CS	-6	-6	-6
APP 5UTR inh	-32	14	13
FLuc act counter	1.1	1.1	1.1
APP 5'UTR act	32	-14	-13
DTT redox prof	-0.2	0.3	0.4
Hsp70 act	-0.2	-0.3	-0.4
Efa HMGR inh	1	-10	-2
G6PDH CS	12	12	-2
NF-kB neuron act	1.3	1	0.44
STAT1 activator	93	105	84

Further entries
43	CCCNC(=O)c1c(N)n(-c2cccc(OC)c2)c2nc3ccccc3nc12
44	CCSc1nc2c(cnn2-c2ccc(C)c(C)c2)c(=O)[nH]1
45	Cc1cc(-c2nnc(SCC(=O)Nc3ccccc3C(F)(F)F)o2)c(C)n1-c1ccccc1
46	CN(C)c1ccc(NC(=O)CN2CCN(S(=O)(=O)c3cc(Cl)ccc3Cl)CC2)cc1
47	CCCn1c(=O)c(C(=O)NCC2CCCO2)c(O)c2ccccc21 (centres undefined)
48	CCSc1nnc(NC(=O)C2CC(=O)N(Cc3ccccc3)C2)s1 (centres undefined)
49	Cc1ccc(NC(=S)N(CCN2CCCCC2)Cc2ccco2)cc1Cl

screen / no.	43	44	45	46	47	48	49
FLuc inhib CS	-4	1	-1	-5	-1	-4	-3
APP 5UTR inh	-5	-1	-65	-1	-11	10	-12
FLuc act counter	1	1	1	1.1	1	1	1
APP 5'UTR act	5	1	65	1	11	-10	12
DTT redox prof	1.3	-1.1	0.2	1.7	-0.5	-0.1	-1.2
Hsp70 act	-0.4	0.0	-0.1	0.0	0.0	0.2	0.0
Efa HMGR inh	-5	2	-4	0	-1	-3	-1
G6PDH CS	8	9	7	8	18	3	7
NF-kB neuron act	0.32	0.94	0.31	1	/	1.1	1.1
STAT1 activator	103	102	98	111	104	99	98
